OX1R FRET antag: OX1R (human) antagonism; inhibition, % at 6.6 µM; actives 1.8% (n = 330,000); O43613; AID 485270; OX1R-expressing cells, FRET antagonist read-out; in the data active means inhibition mostly above about 38%, no sharp cut-off; inactive means mostly below about 40%;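 further: 0% = agonist challenge alone and 100% = reference antagonist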
KCNQ2 inh: KCNQ2 channel blockers in CHO-K1 cells – cell-based, FluxOR thallium flux, B-score, primary screen (AID 2156); actives 1.1% (n = 310,000); O88943; 20 min; active compounds read low; B-score at 10 µM;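 active means fluorescence ratio B-score at most minus 3 library SDs, with starting brightness B-score within 2 library SDs, cut at about -5.5 in these data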
STK33 kinase inh: inhibitors of human STK33 kinase. purified STK33, MBP phosphorylation, ADP-Glo luminescence. AID 2661. Q9BYT3. inhibition, % at 10 µM. actives 0.073% (n = 320,000);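 active means inhibition at or above 25%, using the most active replicate where run in duplicate; inactive means inhibition below 25%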
Active calls of the source: *; i = inactive.

#1 CN(C)/C=C/C(=O)c1ccc2noc(-c3ccccc3)c2c1
#2 O=C1OCCC/C1=C\c1ccc2c(c1)OCO2
#3 COc1cc(OC)cc(C(=O)NN2CCOCC2)c1
#4 COc1ccc(CC(=O)NCc2ccc3c(c2)cc(C)n3C)cc1
#5 COc1ccc(Cl)cc1S(=O)(=O)NCc1nc2nc(C)cc(C)n2n1

screen / no.	1	2	3	4	5
OX1R FRET antag	-5.4	9.6	3.8	6.4	-2.7
STK33 kinase inh	45.3*	3.1	3.8	-0.8	0.9
KCNQ2 inh	i	i	i	i	i

Printed as active in STK33 kinase inh, among the entries above:
#1 CN(C)/C=C/C(=O)c1ccc2noc(-c3ccccc3)c2c1

screen / no.	1
OX1R FRET antag	-5.4
STK33 kinase inh	45.3*
KCNQ2 inh	i

(more compounds)
#6 NS(=O)(=O)c1ccc(Nc2ccc3cc(S(=O)(=O)N4CCCCC4)ccc3n2)cc1
#7 CCOc1ccc(-c2noc(CCC(=O)NC)n2)cc1OCC
#8 COc1ccc(CCC(=O)NCCS(=O)(=O)N2CCN(c3ccc(OC)cc3)CC2)cc1
#9 CCCCC(=O)NC(=S)Nc1cc(C(=O)O)ccc1Cl
#10 Cc1ccc(NC(=O)Cn2c(=O)oc3ccccc32)cc1C

screen / no.	6	7	8	9	10
OX1R FRET antag	21.1	19.4	12.8	5.5	-4.8
STK33 kinase inh	-2.3	-0.3	-1.8	0.1	-0.7
KCNQ2 inh	i	i	i	i	i

Laid out differently: entries from further up.
(1) CN(C)/C=C/C(=O)c1ccc2noc(-c3ccccc3)c2c1
- OX1R FRET antag: -5.4
- STK33 kinase inh: 45.3*
- KCNQ2 inh: i
(7) CCOc1ccc(-c2noc(CCC(=O)NC)n2)cc1OCC
- OX1R FRET antag: 19.4
- STK33 kinase inh: -0.3
- KCNQ2 inh: i
(4) COc1ccc(CC(=O)NCc2ccc3c(c2)cc(C)n3C)cc1
- OX1R FRET antag: 6.4
- STK33 kinase inh: -0.8
- KCNQ2 inh: i
(2) O=C1OCCC/C1=C\c1ccc2c(c1)OCO2
- OX1R FRET antag: 9.6
- STK33 kinase inh: 3.1
- KCNQ2 inh: i

(listing goes on)
#11 CCOC(=O)C1=C(C)N(CCCC(=O)O)C(=O)NC1C(CC)CC (stereo not given)
#12 Cc1ccc(CC(=O)N(Cc2ccccc2)c2ccccn2)cc1
#13 CCOC(=O)c1ccc(NC(=O)c2cc3ccccc3o2)cc1
#14 CCN1CCN(CCCNC(=O)c2ccc(/C=C3/Sc4ccccc4N(Cc4ccccc4F)C3=O)cc2)CC1
#15 O=C(CN1N=C(c2ccccc2)CCC1=O)NCc1cccs1
#16 Cc1cc(C)nc(SCc2nnc(SCC(=O)Nc3nc(-c4ccccc4)cs3)n2C)n1
#17 Cc1ccc(-c2nnc(CN3CCN(C)CC3)o2)cc1

screen / no.	11	12	13	14	15	16	17
OX1R FRET antag	-1.5	4.1	77.1*	14.9	23.0	3.7	-1.4
STK33 kinase inh	-0.1	0.2	-1.7	4.4	-0.5	-0.9	-2.3
KCNQ2 inh	i	i	i	i	i	i	i

Bioassay records as filed in PubChem.
